Compound activity (PubChem BioAssay)
HTR5A inv ctr: HTR5A inverse agonists in luminescence cell assay, primary screen, counter-screen for OPRM1-OPRD1 heterodimer inverse agonist project, full-deck HTS. inhibition, % at 9.3 µM. 5-hydroxytryptamine receptor 5A (Homo sapiens), P47898. 340,000 compounds, 0.083% hits. HTR5A cell line, inverse agonism; in the data active means inhibition mostly above about 23%, no sharp cut-off; inactive means mostly below about 18%;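 further: 0% = cells with DMSO and 100% = no-cell wells with DMSO; some compounds called inactive have numbers as strong as hits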
phage Ecoli inh: growth loss of phage-infected E. coli, primary screen, RecBCD inhibitor project, absorbance, with phage, HTS; AID 651602, 2012; 360,000 compounds, 0.26% hits; inhibition, % at 11.9 µM; in the data active means inhibition above about 11%
HTR5A ag ctr: HTR5A agonists in luminescence cell assay, primary screen, counter-screen for OPRM1-OPRD1 heterodimer agonist project, full-deck HTS | activation, % at 9.3 µM | 340,000 compounds, 0.61% hits | 5-hydroxytryptamine receptor 5A (Homo sapiens), P47898 | cell-based | AID 504692, 2011; in the data active means activation mostly above about 9.5%, no sharp cut-off; inactive means mostly below about 7.6%;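 further: 0% = cells with vehicle only and 100% = reference agonist; strong numbers were not always called active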
OPRM1-OPRD1 ag: agonists of OPRM1-OPRD1 heterodimerization, primary screen, cell-based, luminescence | activation, % at 9.3 µM | 340,000 compounds, 0.3% hits | Mu-type opioid receptor (Homo sapiens) + Delta-type opioid receptor (Homo sapiens), … | cells; in the data active means activation above about 18%;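 further: 0% = vehicle-treated cells and 100% = reference agonist; values of inactives mirror those of a sister screen read the other way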
PKA-R1A activ: activators of PKA-R1A holoenzyme, primary screen, biochemical, fluorescence polarization, Cy5-IP20, bovine R1A, mouse PKAc; PKA-R1A dissociation; scaled: DMSO 0%, 113 µM cGMP 100%; activation, % at 11.4 µM; 340,000 compounds, 0.083% hits; AID 504707, 2011;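 active means percent activation above the mean of all tested compounds plus 3 SD, cut at about 19% in these data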;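 further: higher means more PKAc released from R1A so a rise in polarization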
E coli growth: E. coli V3065 growth inhibition, primary screen, counter-screen for AddAB inhibitor project, absorbance, OD600; 18 h; inhibition, % at 11.9 µM; 330,000 compounds, 0.27% hits;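 active means inhibition above the campaign's mean inhibition across all tested compounds plus 3 SD, cut at about 9.9% in these data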;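 further: uninfected addAB+ strain grown without phage in ampicillin broth; 0% = DMSO wells and 100% = ciprofloxacin 0.95 µg/ml wells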
DSG3 Ab inh: inhibitors of pemphigus antibody binding to DSG3, primary screen, biochemical, bead-based, flow cytometry, scFv-GFP; Desmoglein-3 (Homo sapiens), P32926; DSG3-coupled beads, scFv-anti-DSG3-GFP binding; active compounds read low; binding (percent of control), % at 10 µM; 310,000 compounds, 0.48% hits; AID 588358, 2011;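 active means binding more than 3 SD below its plate's average and above zero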;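 further: hits lower antibody fragment binding to DSG3; some compounds called inactive have numbers as strong as hits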
Target sequence (P32926 whole entry, looked up, the tested form may be a part): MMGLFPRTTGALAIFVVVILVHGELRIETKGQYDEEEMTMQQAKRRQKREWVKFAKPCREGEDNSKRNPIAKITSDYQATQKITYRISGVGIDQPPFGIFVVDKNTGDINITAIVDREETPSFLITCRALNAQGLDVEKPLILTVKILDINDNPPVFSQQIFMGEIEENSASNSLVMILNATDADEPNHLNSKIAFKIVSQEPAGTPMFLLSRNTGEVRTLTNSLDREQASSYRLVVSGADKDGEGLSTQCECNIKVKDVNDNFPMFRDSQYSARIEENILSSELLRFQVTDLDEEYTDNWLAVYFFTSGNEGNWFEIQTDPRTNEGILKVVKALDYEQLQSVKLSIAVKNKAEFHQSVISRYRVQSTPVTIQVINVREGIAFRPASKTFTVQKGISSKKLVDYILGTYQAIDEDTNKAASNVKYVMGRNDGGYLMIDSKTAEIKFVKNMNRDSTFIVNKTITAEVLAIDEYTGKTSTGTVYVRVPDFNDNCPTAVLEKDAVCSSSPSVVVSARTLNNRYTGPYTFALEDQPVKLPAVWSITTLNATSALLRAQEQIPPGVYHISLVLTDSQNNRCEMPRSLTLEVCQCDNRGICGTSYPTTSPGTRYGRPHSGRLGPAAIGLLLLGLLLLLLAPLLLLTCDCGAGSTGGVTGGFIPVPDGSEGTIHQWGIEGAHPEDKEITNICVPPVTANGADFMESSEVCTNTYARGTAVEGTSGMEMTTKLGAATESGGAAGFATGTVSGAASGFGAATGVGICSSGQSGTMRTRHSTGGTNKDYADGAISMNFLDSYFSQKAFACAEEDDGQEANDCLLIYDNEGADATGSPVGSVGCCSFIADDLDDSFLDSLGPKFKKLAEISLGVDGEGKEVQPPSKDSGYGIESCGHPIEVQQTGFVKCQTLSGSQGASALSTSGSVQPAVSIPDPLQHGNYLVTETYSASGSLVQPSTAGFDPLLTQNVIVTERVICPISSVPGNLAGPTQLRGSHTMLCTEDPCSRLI
AddAB inh: growth inhibition of E. coli expressing H. pylori AddAB, primary screen, AddAB inhibitor project, absorbance. inhibition, % at 11.9 µM. 330,000 compounds, 0.29% hits. AID 435030, 2010; in the data active means inhibition above about 12%;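 further: 0% = vehicle wells of infected cells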
SUMO Mot1 rescue: yeast Mot1-301 growth rescue at high temperature, primary screen, SUMOylation pathway inhibitor project, S. cerevisiae, ATP luminescence, 38.5C | 320,000 compounds, 1% hits | S. cerevisiae Mot1-301 growth rescue; percent above DMSO median, 100 means doubled | AID 2716, 2010 | growth rescue, % at 18.8 µM;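 active means every valid replicate shows activation above 250% relative to neutral control wells; inactive means the rest, any valid replicate at or below 250%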;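 further: OY570 slx delta 5 strain wells were the positive control but not used for scaling; some compounds called inactive have numbers as strong as hits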
PfHsp90 set2: growth inhibition of PfHsp90-expressing yeast, primary screen, antimalarial PfHsp90 inhibitor project, S. cerevisiae, BacTiter-Glo luminescence, single point, set 2; 310,000 compounds, 0.32% hits; BacTiter-Glo ATP, 48 h; yeast lacking PDR1 and PDR3 efflux regulators; inhibition, % at 9.4 µM;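 active means every replicate shows inhibition above about 80%, whatever the replicate mean, limit read from the data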;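 further: 0% = DMSO neutral controls and 100% = 20 µM radicicol positive controls; yeast relying on Plasmodium falciparum Hsp90 in place of its own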
MOR-DOR inv ag: inverse agonists of MOR-DOR heterodimerization, primary screen, cell-based, luminescence; Mu-type opioid receptor (Homo sapiens) + Delta-type opioid receptor (Homo sapiens), …; cell-based MOR-DOR heterodimer luminescence, inverse agonism; inhibition, % at 9.3 µM; 340,000 compounds, 0.21% hits; in the data active means inhibition above about 22%, passing the limit was not always enough;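 further: 0% = cells with DMSO and 100% = wells without cells with DMSO; values of inactives mirror those of a sister screen read the other way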
* hit, by the source's call; · = no result given.

SMILES	HTR5A inv ctr	phage Ecoli inh	HTR5A ag ctr	OPRM1-OPRD1 ag	PKA-R1A activ	E coli growth	DSG3 Ab inh	AddAB inh	SUMO Mot1 rescue	PfHsp90 set2	MOR-DOR inv ag
Cc1ccccc1N1CCN(C(=O)c2ccccc2NC(=O)c2ccccc2C(=O)O)CC1	9	3.7	-3	-1.1	-12	-1.3	95	2.8	11	4	6
COc1cccc(OC)c1C(=O)Nc1cccc(C(=O)Nc2cccc(C(=O)O)c2)c1	-10	0.7	3	-1.7	-13	-2.1	91	-1.2	324	-12	10
CCOc1ccc(CCNC(=O)c2ccc(Cl)c(S(=O)(=O)N3CCOCC3)c2)cc1OCC	10	3.2	-4	-1.3	-2	1.6	100	1.0	13	·	8
S=c1[nH]nc(COc2ccccc2)n1/N=C/c1cccc(Br)c1	12	0.7	-3	5.3	-13	-1.4	90	0.2	4	-16	-23
COc1ccccc1CNC(=O)COC(=O)c1nccnc1N	-3	0.3	1	2.2	8	2.2	109	1.4	4	-6	-9
CC(NC(=O)c1ccco1)C(=O)N1CCc2ccccc2C1 (stereo unspecified)	-9	0.8	7	-2.8	-7	2.2	102	3.1	-22	-7	17
COc1ccc(S(=O)(=O)N2CCN(c3ccc4nnc(-c5ccccc5)n4n3)CC2)cc1	-8	-0.1	3	-1.2	-10	-2.5	97	0.1	5	-12	7
CC(NC(=S)Nc1cccc(C(F)(F)F)c1)C(C)(C)C (stereo unspecified)	-22	8.2	8	8.4	-2	2.8	123	5.2	-11	·	-41
CN(c1ccc(C(=O)Nc2ccc(Cl)cn2)cc1)S(=O)(=O)c1ccccc1	-3	0.6	1	-1.7	1	2.6	100	3.0	6	2	8
COc1ccc(OC)c(/C=C2\SC(=S)N(NS(=O)(=O)c3ccccc3)C2=O)c1	-10	1.9	3	-2.6	-9	-1.3	101	0.6	-11	7	13
O=C(NC(=S)Nc1ccc(NC(=O)c2cccs2)cc1)c1cc2ccccc2o1	28	2.2	0	2.3	14	3.0	70*	3.7	14	1	-13
CCOc1ccc(-n2c(-c3ccccc3)c[n+]3c2CCCCC3)cc1	13	3.2	0	-2.5	-11	-0.6	87	1.0	8	-2	13
Cc1cc(C)n2nc(SCC(=O)N(C(C)C)C(C)C)nc2n1	4	0.3	2	-1.8	6	0.5	100	-0.6	8	10	9
O=C(NC1CCCCC1)C(c1ccco1)N(C(=O)c1csnn1)c1ccc(Cl)cc1 (stereo unspecified)	-11	1.7	4	1.8	9	2.5	94	0.5	-10	3	-15
COc1ccc(S(N)(=O)=O)cc1C(=O)OCCCC(=O)c1ccccc1	2	-0.5	-1	-2.6	-7	0.3	103	-0.1	0	2	11
O=C(CSc1ccc2c(c1)OCCO2)NC(=O)NC1CCCC1	-6	2.8	0	-2.1	-5	-2.4	·	2.6	15	·	11
CC(C)Cn1c(O)c2ccc(C(=O)N=NC(=O)c3cccnc3)cc2c1O	-8	3.5	3	-1.8	-6	1.1	101	1.0	3	-11	11
O=C(C1CC1)N1N=C(c2cccc(Br)c2)CC1(O)C(F)(F)F (stereo unspecified)	-11	1.3	3	12	-7	1.8	89	0.8	41	-43	-59
COc1ccc(S(=O)(=O)N2CCCCCC2)cc1C(=O)N(C)Cc1ccc(F)cc1	-32	1.9	0	1.9	-3	1.2	108	2.1	-1	-9	-12
NC(=S)Nc1cc(Cl)ccc1Cl	·	4.8	·	·	·	-1.1	98	0.6	2	-5	·

DSG3 Ab inh, entries above that show a hit
SMILES | phage Ecoli inh | OPRM1-OPRD1 ag | PKA-R1A activ | DSG3 Ab inh | SUMO Mot1 rescue | MOR-DOR inv ag
O=C(NC(=S)Nc1ccc(NC(=O)c2cccs2)cc1)c1cc2ccccc2o1 | 2.2 | 2.3 | 14 | 70* | 14 | -13

Additional compounds follow.
SMILES	HTR5A inv ctr	phage Ecoli inh	HTR5A ag ctr	OPRM1-OPRD1 ag	PKA-R1A activ	E coli growth	DSG3 Ab inh	AddAB inh	SUMO Mot1 rescue	PfHsp90 set2	MOR-DOR inv ag
O=C(/C=C/c1cccc([N+](=O)[O-])c1)NCc1ccc2c(c1)OCO2	14	-1.3	0	-2.6	-9	0.0	·	0.0	10	-46	12
FC(F)(Cl)c1nnc2ccc(Sc3ccccn3)nn12	-14	0.1	-1	-0.6	-14	-1.8	104	-0.2	·	10	3
CC1CCN(c2nnc(-c3ccccc3)c3ccccc23)CC1	17	5.9	-6	4.3	-10	-0.6	107	1.7	128	-20	-24
CC(C)c1ccc(/C=N/NC(=O)c2nnn(-c3nonc3N)c2CN2CCOCC2)cc1	5	3.4	-1	-3.5	-2	1.2	100	1.7	-9	3	18
CC1CN(C2CCCCC2)C(=S)N(c2ccccc2)C1=O (stereo unspecified)	-4	1.9	1	-5.2	0	·	·	·	·	2	26
O=C(CN1CCN(S(=O)(=O)c2ccc(F)cc2)CC1)Nc1cc(C(F)(F)F)ccc1Cl	-7	1.1	2	2.5	6	0.4	107	4.2	-3	-18	-15
Cc1ccc(N2CC(NS(=O)(=O)c3cc(F)ccc3F)CC2=O)cc1C (stereo unspecified)	7	0.8	0	-0.3	-9	-1.6	99	0.4	-7	6	2
Cc1ccc(OCc2nnc(SC(C)C(=O)O)n2-c2ccccc2)cc1 (stereo unspecified)	-3	0.2	1	-0.8	-1	3.1	100	2.8	-13	-2	4
COCCNC(=O)c1c(NC(=O)c2nc(SC)ncc2Cl)sc2c1CCCC2	-26	-0.6	-7	-2.9	-9	1.7	101	1.5	9	-17	17
CCCc1nc(SCc2ccccc2Cl)n[nH]1	16	1.3	0	-1.9	9	-0.1	99	-0.9	·	-5	10
Cc1ccc(Cl)cc1NC(=O)c1ccccc1OCC(=O)N1CCOCC1	-26	1.5	11	-1.3	-3	1.0	98	4.7	1	11	6
COc1ccccc1N1CCN(CC(=O)Nc2ccc(CN3CCCCC3)cc2)CC1	4	·	5	-2.5	-18	-2.0	100	-1.2	5	-6	14
Cc1cc(=O)n2c3ccccc3n(CC(O)CN3CCN(CCO)CC3)c2c1C#N (stereo unspecified)	-7	2.7	3	-1.1	4	-3.7	104	0.6	657	2	5
Cc1ccc(NC(=O)C(C)OC(=O)c2ccc(NS(=O)(=O)c3ccc(F)c(F)c3)cc2)cc1 (stereo unspecified)	-9	0.4	7	3.9	2	3.2	108	-0.2	5	-31	-20
O=C(c1cccnc1)N1CCN(c2ccc3ccccc3n2)CC1	15	4.4	-1	-1.9	-6	2.3	97	3.8	22	-4	10
CC(=O)NC(=S)Nc1ccccc1C(=O)Nc1ccccc1	-24	4.4	-2	-5.0	-13	0.5	105	0.7	-17	10	27*
CC1(c2cccc(Br)c2)NC(=O)N(CC(=O)Nc2ccc(S(N)(=O)=O)cc2)C1=O (stereo unspecified)	-20	-0.1	7	-1.5	-1	0.4	99	2.9	15	-9	9
Cn1c(=O)[nH]c(=O)c2[nH]c(CN3CCN(Cc4ccccc4)CC3)nc21	-22	4.7	8	-3.7	5	-1.5	99	-3.6	-8	-7	19
CCC(C)NC(=O)c1ccccc1NC(=O)CN1C(=O)c2ccccc2S1(=O)=O (stereo unspecified)	-3	2.3	1	-2.8	5	-0.8	107	1.7	1	29	14
O=C(O)c1ccc(Cl)c(S(=O)(=O)Nc2ccc(S(=O)(=O)Nc3cccc(Cl)c3)cc2)c1	-22	4.1	8	-1.3	5	-1.1	104	2.7	-1	2	7
CC(=O)COC(=O)C1CC(=O)N(c2ccc(C)c(C)c2)C1 (stereo unspecified)	-5	2.0	2	-1.4	-9	-2.6	103	-1.7	56	0	9
O=C(COc1ccccc1Cl)N1CCN(c2ccc(F)cc2)CC1	-15	2.6	-5	0.9	-4	1.1	·	6.1	-17	·	-5
Cc1occc1-c1nnc(SCC(=O)N2CCOCC2)n1CC(C)C	13	3.2	-1	-1.5	-11	0.2	96	2.2	147	15	9
CCOc1ccccc1NC(=O)c1nnn(CC(=O)Nc2ccc3c(c2)OCO3)c1N	-19	2.7	2	3.4	6	-0.4	96	6.1	4	6	-18
Cn1cnnc1Sc1cc(N2CCN(S(=O)(=O)c3ccc4ccccc4c3)CC2)ccc1[N+](=O)[O-]	9	2.3	-1	-0.3	2	-1.4	96	-0.2	4	-34	2
O=C(Cc1ccc(Cl)cc1)c1ccccc1	-9	1.2	2	-0.2	-3	·	·	·	·	-24	1
CCOc1cccc(OCCOCCn2cnc3ccccc3c2=O)c1	13	1.1	0	0.1	-5	-0.7	96	1.5	20	-2	-1
CCCCn1c(N)c(N(CCOC)C(=O)c2ccc(C)c(S(=O)(=O)N3CCOCC3)c2)c(=O)[nH]c1=O	13	5.1	-5	-3.4	-3	0.9	124	1.7	229	-9	19
COc1ccc(-c2nnc(NC(=O)c3ccc4c(c3)OCCO4)o2)cc1	-24	-1.2	-1	-2.8	3	-4.4	103	1.0	10	5	14
CSCCC(NC(N)=O)C(=O)Nc1cccc(S(=O)(=O)N2CCOCC2)c1 (stereo unspecified)	-6	2.4	-4	1.3	6	0.7	96	0.9	3	3	-6
CCCCCCCCCCOC(=O)Cn1c(COc2ccccc2OC)[n+](C)c2ccccc21	-53	3.8	14*	8.6	-1	0.3	120	0.8	835*	-31	-41
CC(C)C[C@@H](CSc1ccc(Br)cc1)N1CCN(CCc2ccccc2)CCC1=O	-34	2.5	-1	6.3	-1	0.8	108	2.4	9	·	-35
CCOc1ccc(N(CC(=O)NCCSCc2ccccc2Cl)S(C)(=O)=O)cc1	-26	0.0	-3	-0.5	-5	·	105	·	5	6	3
O=C(C1CCCN(Cc2ccc([N+](=O)[O-])cc2)C1)N1CCCCC1 (stereo unspecified)	14	-0.3	-4	-1.0	-4	0.0	69	-2.4	16	21	5
COc1ccc(C(=O)N2CCN(Cc3ccc4c(c3)OCO4)CC2)cc1OC	-9	0.4	3	2.5	1	-0.3	109	0.3	2	-1	-12
O=C(NC1CCCCC1)c1cc(F)cc2c1OCOC2	-15	2.4	0	-2.0	-9	2.5	97	1.7	5	-14	10
COc1ccc(N2CCN(C(=O)CSc3nnc4c(C)cc5ccccc5n34)CC2)cc1	-37	3.1	-5	-0.2	-7	0.7	·	3.8	-3	-45	1
CCOc1ccc(/C(O)=C2/C(=O)C(=O)N(c3ccccn3)C2c2ccc(F)cc2)c(C)c1 (stereo unspecified)	4	-0.8	-1	-0.3	-4	-0.7	92	2.9	-20	2	1
O=S(=O)(c1cccs1)N1CCN(Cc2nc3ccccc3s2)CC1	22	2.8	6	0.8	-13	1.1	105	2.3	-3	·	-4
